Scp1 inh = blocks human Scp-1 phosphatase activity; Recombinant Scp1, phosphopeptide, malachite green phosphate absorbance; inhibition, % at 20 µM; actives 0.88% (n = 340,000); AID 493091;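 active = inhibition above about 50% at 20 µM, limit read from the data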;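 also: plate controls were DMSO wells with enzyme for no effect and wells lacking enzyme for full effect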
Target sequence (Q9GZU7 76-261 limits assumed): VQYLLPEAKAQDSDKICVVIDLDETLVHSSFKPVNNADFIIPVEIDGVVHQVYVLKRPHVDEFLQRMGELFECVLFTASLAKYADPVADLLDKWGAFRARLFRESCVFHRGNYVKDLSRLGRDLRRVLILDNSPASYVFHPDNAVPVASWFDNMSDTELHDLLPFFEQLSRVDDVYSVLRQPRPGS
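assay system = SCP-1 phosphatase catalytic domain, residues 76-261 | buffer or medium = 50 mM Tris acetate pH 5.5, 0.005% Tween-20, 10 mM MgCl2 | incubation = enzyme reaction 45 min at room temperature, colour 5 min, stabilisation 30 min | signal = Phosphate-binding colour reagent, absorbance read at 630 nm | measure = % inhibition at 20 µM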
Rpn11 block = Rpn11 (human) deubiquitinase inhibition | AID 588493 | calls only at 20 µM | actives 0.59% (n = 360,000) | human 26S proteasome, Ub4-pepOG fluorescence polarization; 20S core pre-blocked with epoxomicin;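 active = inhibition at 20 µM, scaled to each plate's controls, above about 33%, limit read from the data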
NadD inh = NadD (S. aureus) enzyme inhibition | purified NadD enzyme, colorimetric absorbance read-out | inhibition, % at 20 µM | actives 0.78% (n = 360,000) | AID 602399; in the data active = inhibition above about 26%; also: some compounds past the cut are filed as inactive
LMPTP inh = LMPTP (human) inhibition; recombinant LMPTP-A, OMFP fluorogenic substrate, fluorescence intensity; actives 0.22% (n = 360,000); P24666; AID 651560; inhibition, % at 20 µM;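 active = compounds that cut the enzyme signal by at least half of the control window in the single-dose screen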;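 also: plate controls were DMSO wells with enzyme plus substrate for no effect and substrate without enzyme for full effect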
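Assay system: LMPTP-A enzyme. Input: 0.625 nM LMPTP-A final. Probe or stimulus: 400 µM OMFP. Compound dosing: single 20 µM dose. Schedule: 50 min dark incubation at room temperature. Detection: fluorescence intensity of OMFP turnover product. Read-out: percent inhibition versus substrate-only and uninhibited controls. Benchmarks: no-enzyme low control, uninhibited high control.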
MT1-MMP act inh = inhibitors of human MT1-MMP activation. P50281. HT1080 RFP-PRO-GFP cells, GFP/RFP ratio fluorescence, overnight; percent of plate control window, DMSO zero. GFP/RFP ratio change, % at 20 µM. actives 0.061% (n = 360,000);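 active = GFP/RFP ratio change of at least 30% with cell ATP level not reduced by more than half and red fluorescence within 50% of control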; also: strong numbers were not always called active
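system = RFP-PRO-GFP reporter HT1080 cells | dosing = 20 µM single dose, 1% DMSO | timing = overnight cell settling, then overnight compound exposure, 37 °C, 5% CO2 | read-out basis = GFP/RFP fluorescence ratio | controls = DMSO and RFP-L50D-GFP cell wells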
DNMT1 block = blocks human DNA methyltransferase DNMT1 | P26358 | DNMT1 molecular beacon, Hinp1I cleavage, fluorescence | inhibition (reported as % activation of signal), % at 10 µM | actives 0.83% (n = 360,000); in the data active = inhibition above about 50%
CendR NRP1 mod = modulators of CendR peptide binding to human neuropilin-1 | actives 0.85% (n = 360,000) | AID 602438 | inhibition, % at 25 µM | FAM-RPARPAR peptide binding to NRP-1, fluorescence polarization;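 active = inhibition or corrected inhibition above about 18%, plus a signal ratio from 0.5 to 1.5, limit read from the data, passing the limit was not always enough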; also: strong numbers were not always called active
Target sequence (O14786 whole entry, looked up): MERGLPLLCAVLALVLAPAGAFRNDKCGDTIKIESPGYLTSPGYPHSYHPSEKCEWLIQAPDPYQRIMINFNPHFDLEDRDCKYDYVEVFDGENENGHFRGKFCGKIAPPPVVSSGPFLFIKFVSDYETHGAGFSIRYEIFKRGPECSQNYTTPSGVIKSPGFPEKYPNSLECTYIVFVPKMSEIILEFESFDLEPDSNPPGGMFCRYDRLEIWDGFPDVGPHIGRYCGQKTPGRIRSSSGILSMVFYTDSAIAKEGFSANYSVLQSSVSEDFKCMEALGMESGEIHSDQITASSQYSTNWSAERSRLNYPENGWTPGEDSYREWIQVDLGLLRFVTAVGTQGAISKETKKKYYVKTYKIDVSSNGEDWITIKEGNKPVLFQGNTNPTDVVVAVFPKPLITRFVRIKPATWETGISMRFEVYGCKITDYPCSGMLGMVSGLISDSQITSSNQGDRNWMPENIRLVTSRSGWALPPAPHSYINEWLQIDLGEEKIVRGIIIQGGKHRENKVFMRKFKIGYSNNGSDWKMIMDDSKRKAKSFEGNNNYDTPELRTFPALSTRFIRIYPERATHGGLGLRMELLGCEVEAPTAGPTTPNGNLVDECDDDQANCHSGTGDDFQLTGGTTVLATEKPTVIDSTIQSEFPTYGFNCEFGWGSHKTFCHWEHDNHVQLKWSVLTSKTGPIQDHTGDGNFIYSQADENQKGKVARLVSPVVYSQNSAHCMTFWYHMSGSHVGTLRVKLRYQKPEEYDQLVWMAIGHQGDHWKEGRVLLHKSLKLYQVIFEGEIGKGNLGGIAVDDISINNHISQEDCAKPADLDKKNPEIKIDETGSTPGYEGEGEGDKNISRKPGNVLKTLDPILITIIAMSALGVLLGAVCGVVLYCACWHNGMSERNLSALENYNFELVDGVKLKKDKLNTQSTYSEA
SKN-1 inh = C. elegans SKN-1 inhibition; C. elegans VP596 Pgst-4::GFP/RFP ratio, acrylamide-induced, 24 h; inhibition, % at 21.8 µM; actives 0.49% (n = 360,000);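 active = interference check ratio from 0.5 to 1.5 plus GFP to RFP signal ratio inhibition reaching or exceeding a fixed threshold, cut at about 30% in these data, passing the limit was not always enough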; also: some compounds called inactive have numbers as strong as hits
SUMO1-SIM PPI = alters human SUMO1 binding to SIM partners; inhibition, % at 20 µM; P63165; actives 0.33% (n = 360,000); AID 602429; SUMO1 binding to a labelled peptide, TR-FRET, 1 h; in the data active = inhibition above about 37%
STEP inh = blocks human striatal-enriched tyrosine phosphatase | actives 0.25% (n = 360,000) | P54829 | AID 588621 | recombinant STEP, OMFP fluorogenic substrate, fluorescence | inhibition, % at 20 µM;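 active = inhibition at 20 µM, scaled per plate between control wells, above about 37%, limit read from the data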;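 also: 0% = DMSO with enzyme and substrate and 100% = substrate only without enzyme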
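material = STEP tyrosine phosphatase | reagent = fluorogenic phosphatase substrate OMFP at 25 µM final | doses = single compound dose of 20 µM, 1% DMSO final | schedule = 20 min reaction, room temperature, in the dark | measured by = fluorescence, 480/540 nm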
The depositor's hits bear a star; i = inactive; . = no result given.

SMILES | Scp1 inh | Rpn11 block | NadD inh | LMPTP inh | MT1-MMP act inh | DNMT1 block | CendR NRP1 mod | SKN-1 inh | SUMO1-SIM PPI | STEP inh
Cc1ccc(S(=O)(=O)N(C)C)cc1NC(=S)NCCCn1ccnc1 | -7.0 | i | 6.0 | -6.5 | -0.5 | 2.0 | 11.1 | 0.8 | 1.8 | -1.6
Cc1noc(NC(=O)c2ccccc2Cl)c1C#N | -4.5 | i | -1.1 | -1.9 | -1.9 | 3.0 | 5.1 | -9.2 | 21.5 | -3.4
COc1ccc(OC)c(NC(=O)COC(=O)C2CCCCC2)c1 | 4.6 | i | 1.0 | 0.7 | -2.6 | 0.5 | -9.2 | 5.5 | -5.5 | -0.2
Cc1cccc(C)c1NC(=O)c1sc(Cl)nc1C | -11.1 | i | -4.8 | -1.3 | 5.2 | 7.3 | 14.3 | 3.5 | -2.5 | -4.0
CN(CC(=O)Nc1ccccc1-c1ccccc1)Cc1ccccc1Cl | -4.5 | i | 5.7 | 4.9 | -3.0 | 0.4 | -0.6 | 7.4 | -1.6 | 1.8
CC(C)(C)NC(=O)CN(Cc1ccc2c(c1)OCO2)C(=O)CCC(=O)Nc1nccs1 | -8.0 | i | 3.9 | -0.1 | 5.4 | 2.9 | -9.5 | 5.9 | 0.9 | 1.6
COc1ccc(-c2nn(-c3ccccc3)cc2/C=C2/SC(=S)N(CCC(=O)O)C2=O)cc1 | 85.5* | i | 25.4 | -0.4 | . | 75.0* | -105.5 | -2.2 | 11.3 | 17.8
O=C(CSc1nnc2c(n1)[nH]c1ccc(S(=O)(=O)N3CCOCC3)cc12)Nc1ccccc1Cl | 4.7 | i | 15.4 | 0.7 | -2.7 | -4.3 | 2.2 | 6.6 | 1.6 | 1.5
COc1ccccc1C(=O)COC(=O)Cn1c(C)csc1=O | -4.2 | i | -1.6 | -1.2 | 8.4 | 0.9 | -3.2 | 18.5 | -2.1 | -2.3
Brc1ccc(-c2nc(-c3ccncc3)no2)cc1 | -3.7 | i | -5.7 | -1.4 | -0.1 | 1.1 | 8.6 | 11.6 | 9.3 | 0.4
O=C(NCc1ccncc1)c1ccc(Cn2cc(C(F)(F)F)ccc2=O)cc1 | -4.6 | i | -2.5 | -2.4 | -4.1 | 1.0 | 4.4 | 3.7 | -3.0 | -2.9
O=C(CCN1CCN(c2ccc(Cl)cc2)CC1)Nc1ccccc1F | 1.1 | i | -4.7 | -0.4 | 0.8 | -3.2 | 7.8 | 11.1 | 2.0 | -6.0

The last 2 entries of the section before lead into the next.
SMILES | Scp1 inh | Rpn11 block | NadD inh | LMPTP inh | MT1-MMP act inh | DNMT1 block | CendR NRP1 mod | SKN-1 inh | SUMO1-SIM PPI | STEP inh
O=C(NCc1ccncc1)c1ccc(Cn2cc(C(F)(F)F)ccc2=O)cc1 | -4.6 | i | -2.5 | -2.4 | -4.1 | 1.0 | 4.4 | 3.7 | -3.0 | -2.9
O=C(CCN1CCN(c2ccc(Cl)cc2)CC1)Nc1ccccc1F | 1.1 | i | -4.7 | -0.4 | 0.8 | -3.2 | 7.8 | 11.1 | 2.0 | -6.0
Cc1nc2nc(NC(=O)c3ccco3)[nH]n2c(=O)c1C | -13.3 | i | -6.8 | -2.3 | 0.0 | 1.7 | 1.8 | -2.4 | 2.2 | 1.1
Cc1nnc2c(NCCC(C)C)nc3ccccc3n12 | -6.0 | i | -4.1 | -2.1 | 21.4 | -0.5 | 8.9 | 23.3 | -0.8 | -3.0
O=c1c(-c2ccccc2)nc(-c2ccccc2)cn1O | -5.2 | i | -7.1 | -0.8 | 3.5 | 2.0 | -7.2 | 3.3 | -2.5 | 0.9
COc1ccc2[nH]c(-c3cccc(F)c3)cc(=O)c2c1 | -1.9 | i | 0.6 | -0.3 | 24.0 | -5.8 | 21.2 | 5.9 | -4.8 | 0.6
CS(=O)(=O)Nc1ccc(-c2cncc3nccn23)cc1 | . | i | 5.5 | 0.8 | -9.2 | -0.8 | 7.2 | 12.0 | -27.9 | 2.1
COc1ccc(C(=O)N(Cc2ccccc2)c2ccc(C)cc2)cc1S(=O)(=O)N1CCOCC1 | -6.2 | i | 3.4 | -8.2 | -2.5 | -6.5 | 0.7 | 17.8 | -26.0 | -2.9
CS(=O)(=O)N1CCC(C(=O)Nc2ccc(Cl)c(C(F)(F)F)c2)CC1 | -10.2 | i | -1.9 | 0.2 | -1.2 | 1.5 | 7.1 | 14.9 | -2.6 | -3.9
CCc1nn2c(NCCOC)cc(C)nc2c1-c1ccc(F)cc1 | -6.9 | i | -1.5 | -0.4 | -2.2 | 2.1 | 7.5 | 1.2 | 3.3 | -2.4
COc1ccccc1OCCNC(=O)CNC(=O)c1ccc(Cl)c(Cl)c1 | 4.4 | i | -4.9 | -0.1 | 4.5 | 3.4 | 3.3 | -6.7 | 1.6 | -0.8
COc1ccccc1NC(=O)C(O)C(O)C(=O)Nc1ccccc1OC (stereo not given) | -2.2 | i | -7.3 | -1.5 | 1.9 | 2.2 | 12.9 | 3.5 | -0.8 | -1.3
O=C(CSc1ccc(-c2ccc(F)cc2)nn1)N1CCCCC1 | -6.5 | i | -1.1 | -0.6 | 10.0 | -0.1 | -12.2 | -11.2 | 3.6 | -2.6
Cc1cc(NC(=O)Cn2nc(C(F)(F)F)c3c2CCCC3)no1 | -4.3 | i | -1.2 | 0.6 | -1.4 | 0.5 | 5.3 | -3.5 | 3.8 | -2.8
Cc1cccc(-n2nnc(C(=O)NCc3ccc4c(c3)OCO4)c2N)c1 | -3.1 | i | -7.5 | -0.1 | -7.1 | -3.2 | -2.1 | 13.5 | -1.6 | -2.2
COc1cccc(CN2CCN(Cc3ccc4cccc(F)c4n3)CC2CCO)c1 (stereo not given) | 0.3 | i | -7.6 | 1.0 | 1.2 | -4.8 | -5.3 | 9.8 | -2.8 | -0.3
S=C(c1ccc(-c2cccc(Cl)c2)o1)N1CCCCC1 | -1.0 | i | 11.4 | 1.6 | -2.9 | 1.3 | -13.2 | 9.5 | -6.5 | 2.9
Cc1ccccc1NC(=O)C(=O)NCCCN1CCOCC1 | -3.4 | i | 7.1 | -1.5 | -2.9 | -1.0 | 17.2 | 1.2 | 0.2 | 1.0
Nc1c(N(Cc2ccco2)C(=O)c2ccccc2F)c(=O)[nH]c(=O)n1Cc1ccccc1 | -9.5 | i | 1.7 | -0.5 | -2.6 | 1.4 | -11.2 | -0.8 | 1.3 | -1.6
COc1cc(C(=O)NCc2nnc(SCC(=O)Nc3cccc(C(F)(F)F)c3)o2)cc(OC)c1OC | -5.2 | i | -1.7 | -0.2 | 1.2 | -1.5 | 9.7 | 1.5 | -3.8 | -1.8
O=C(CCNS(=O)(=O)c1cccs1)NCc1ccco1 | 20.5 | i | 3.2 | -0.8 | 0.0 | 0.4 | -13.6 | -7.3 | 21.4 | 2.0
c1ccc(-c2noc(-c3ccc4ccccc4c3)n2)cc1 | -8.4 | i | 2.0 | 0.8 | -2.3 | -3.9 | 6.2 | 27.8 | -3.8 | 0.5
O=C(NCc1ccccn1)C(=O)Nc1cc2c3c(c1)CC(=O)N3CCC2 | -2.0 | i | 3.2 | -0.1 | 0.1 | -1.1 | -2.8 | 12.2 | 1.0 | -1.5
O=C1c2ccccc2S(=O)(=O)c2cc(C(=O)N3CCN(c4ccc(Cl)cn4)CC3)ccc21 | 0.6 | i | 7.2 | 1.8 | 1.2 | -5.0 | 4.0 | 7.2 | -39.8 | 2.0
CCCNC(=O)C[C@@H]1C[C@H]2c3cc(NC(=O)c4ccc5c(c4)OCO5)ccc3O[C@H]2[C@@H](CO)O1 | . | i | -0.9 | -3.0 | 0.3 | 0.9 | -7.4 | -6.6 | 0.5 | -3.2
Cc1cc2ccccc2c(=O)n1CC(=O)NCC(=O)N1CCN(c2ccccc2F)CC1 | -2.5 | i | -0.5 | 0.1 | 10.7 | -4.2 | -4.2 | 0.5 | 0.4 | -1.0
O=C(O)C(O)(c1ccccc1)C(O)c1ccccc1 (stereo not given) | -14.2 | i | -8.4 | -2.0 | -2.3 | 10.9 | -3.2 | 4.9 | 1.5 | 0.1
CCC/C=N/NC(=O)c1cc(Br)ccc1O | -11.2 | i | -0.4 | -1.8 | 2.2 | 3.7 | -11.7 | 6.6 | 4.8 | 1.8
O=C(CCN1C(=O)c2ccccc2S1(=O)=O)N1CCN(c2cccc(Cl)c2)CC1 | -2.8 | i | -1.0 | 0.1 | 3.6 | 2.2 | 17.6 | 9.4 | 1.7 | 2.6
COc1ccccc1CNC(=O)C[C@@H]1C[C@H]2c3cc(N(C)C)ccc3O[C@H]2[C@H](CO)O1 | . | i | 5.6 | -0.9 | 1.0 | -0.7 | -8.2 | 6.8 | -2.4 | 0.0
NC(=O)CC(NC(=O)Cc1cccc2ccccc12)c1ccc(N2CCN(c3ccc(F)cc3)CC2)c([N+](=O)[O-])c1 (stereo not given) | -2.3 | i | 2.0 | 0.2 | 8.4 | 22.6 | 2.1 | 4.2 | -2.9 | 3.9
Cc1cc(N2CCN(c3ccccc3)CC2)n2c(n1)nc1ccccc12 | -5.3 | i | -4.1 | 4.8 | 6.2 | -3.1 | -30.4 | -6.5 | 8.2 | 2.5
CC1=C(C(=O)OCc2ccccc2)C(c2ccccc2)NC(=O)N1 (stereo not given) | -9.4 | i | -4.3 | -2.2 | -0.1 | -0.3 | 5.4 | 1.3 | 2.4 | 0.5
O=C(Nc1cccc(Cl)c1)c1csc([C@@H]2O[C@H](CO)[C@H](O)[C@H](O)[C@H]2O)n1 | . | i | -2.8 | -0.8 | 5.6 | 5.0 | -6.0 | 4.6 | -1.9 | 0.5
O=C(N/N=C/c1ccc(O)c2ncccc12)c1cccc(Br)c1 | -12.7 | i | 15.2 | 7.2 | -39.0 | -10.6 | -1.8 | 1.1 | -0.9 | 4.7
O=C(CSc1nnc(CNc2ccc(F)cc2)o1)OC1CCCCC1 | -2.2 | i | -6.4 | -2.3 | -5.0 | -0.6 | -0.6 | -14.8 | 4.1 | -1.7
COCc1nnc(NC(=O)CS(=O)(=O)c2ccc(C)cc2)s1 | -5.5 | i | 1.0 | -2.3 | 0.0 | 1.1 | -3.4 | 10.2 | -39.2 | 1.6
COc1ccc(N2CCN(C(=O)CSc3ncn[nH]3)CC2)cc1 | -2.3 | i | 0.4 | -1.4 | 1.5 | -0.4 | -0.4 | -28.2 | 3.2 | -3.9
Cc1ccccc1C(=O)NC(CC(C)C)C(=O)Nc1ccc(F)c([N+](=O)[O-])c1 (stereo not given) | -2.5 | i | -0.1 | -1.1 | -1.0 | 0.5 | 5.0 | -5.4 | -10.3 | -1.5
Nn1c(SCC(=O)Nc2ccccc2F)nnc1-c1cccs1 | -1.1 | i | -5.0 | -1.3 | 1.2 | 0.5 | -7.0 | 11.1 | 4.9 | -0.8
CCOC(=O)Cc1cn2c(=O)cc(CSCC(=O)Nc3ccc(C)c(C)c3)nc2s1 | -2.3 | i | 2.1 | 1.4 | -3.5 | -2.5 | -1.1 | 7.0 | -1.0 | -0.8
